# SKKanGAS inh: S. pyogenes SKKanGAS growth inhibitors in kanamycin, primary screen, streptokinase expression inhibitor project, SKKanGAS strain, BacTiter-Glo luminescence | 6 h | inhibition, % at 7.5 µM | 300,000 compounds, 1.3% hits;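 active = mean replicate score, as percent of positive control median, at least 50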;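 also: strain carries kanamycin resistance gene driven by streptokinase promoter and grows in 40 µg/ml kanamycin; loss of luminescence reflects streptokinase promoter inhibition or plain growth inhibition; 0% = median of DMSO wells and 100% = positive control at its reference dose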
# RGS4 block: RGS4 inhibitors, primary screen, cell-based, HEK293 M3R inducible RGS4, calcium flux; Regulator of G-protein signaling 4 (Homo sapiens), P49798; Fluo-4 calcium flux; hits give high values; triggered by carbachol at its EC20; B-score at 10 µM; 310,000 compounds, 0.45% hits; AID 463165, 2010;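 active = B-score, a plate-corrected calcium signal, over three deviations above library mean, with baseline fluorescence within five deviations of library mean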;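 also: RGS4 expression induced by doxycycline in cells with stable M3 receptor; B-score is computed from the integrated fluorescence ratio over baseline after carbachol; higher B-score means a larger calcium signal and so more RGS4 inhibition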
# TRPC4 inh: inhibitors of mouse TRPC4 channel, primary screen, Fluo4 calcium, HEK293 TRPC4beta/mu-opioid cells; Short transient receptor potential channel 4 (Mus musculus), Q9QUQ5; DAMGO-evoked Fluo4 calcium flux; hits give low values; B-score at 10 µM; 300,000 compounds, 0.39% hits; AID 2247, 2010;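 active = B-score over 3 SD under the library average, no early fluorescence shift, positive overall ratio signal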
# Target sequence (Q9QUQ5 whole entry, looked up): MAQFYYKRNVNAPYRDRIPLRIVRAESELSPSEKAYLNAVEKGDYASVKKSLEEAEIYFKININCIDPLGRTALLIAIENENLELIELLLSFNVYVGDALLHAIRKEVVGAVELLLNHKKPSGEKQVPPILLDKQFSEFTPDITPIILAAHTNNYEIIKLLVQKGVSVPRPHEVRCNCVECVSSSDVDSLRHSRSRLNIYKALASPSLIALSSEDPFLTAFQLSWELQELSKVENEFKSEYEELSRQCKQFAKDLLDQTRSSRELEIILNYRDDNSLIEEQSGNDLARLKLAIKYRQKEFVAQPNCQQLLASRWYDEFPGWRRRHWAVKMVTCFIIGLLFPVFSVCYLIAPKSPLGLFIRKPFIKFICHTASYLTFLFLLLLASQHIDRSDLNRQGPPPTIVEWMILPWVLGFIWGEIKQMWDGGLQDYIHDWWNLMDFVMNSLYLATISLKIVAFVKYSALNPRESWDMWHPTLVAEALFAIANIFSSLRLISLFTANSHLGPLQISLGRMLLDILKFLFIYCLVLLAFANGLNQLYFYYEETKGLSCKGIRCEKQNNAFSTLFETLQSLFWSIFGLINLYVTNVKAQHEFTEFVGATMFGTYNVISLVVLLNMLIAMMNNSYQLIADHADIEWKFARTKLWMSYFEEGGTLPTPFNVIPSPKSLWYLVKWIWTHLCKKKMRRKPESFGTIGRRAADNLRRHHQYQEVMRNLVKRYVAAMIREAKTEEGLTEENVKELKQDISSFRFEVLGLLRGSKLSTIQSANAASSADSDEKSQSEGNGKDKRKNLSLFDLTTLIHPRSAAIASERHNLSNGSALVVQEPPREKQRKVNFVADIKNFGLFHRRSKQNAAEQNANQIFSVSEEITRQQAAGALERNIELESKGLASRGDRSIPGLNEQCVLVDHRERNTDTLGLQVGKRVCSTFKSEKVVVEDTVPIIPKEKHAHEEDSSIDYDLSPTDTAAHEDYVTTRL
#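 Material: HEK293 cells with stable TRPC4beta plus mu-opioid receptor expression / Probe or stimulus: DAMGO in two steps, submaximal then maximal / Compound: single concentration per test compound / Technique: kinetic Fluo4 fluorescence imaging of calcium influx / Read-out: per-well B score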
# HIF activator: HIF pathway transcriptional activators, primary screen, cell-based, U2OS HRE-luciferase, luminescence | U2OS HRE-luciferase reporter; normalized: DMSO 0%, desferrioxamine 100% | activation, % at 7.5 µM (by protocol) | 300,000 compounds, 0.32% hits | AID 1910, 2009;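 active = mean activation of at least 10% of the iron chelator positive control signal, with at least half of replicates also reaching 10%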
# MrgX1 allo act: positive allosteric modulators of MrgX1, primary screen, HEK293 cells, Fluo-4 calcium flux; Mas-related G-protein coupled receptor member X1 (Homo sapiens), Q96LB2; FDSS; hits give high values; B-score at 10 µM; 310,000 compounds, 0.63% hits; AID 588675, 2011;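 active = plate-corrected calcium response at least 3 library SD above typical, normal starting fluorescence, not activating the receptor alone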;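 also: compound read alongside a low EC10 to EC30 dose of BAM8-22 agonist; peak minus trough fluorescence over baseline measured at the second addition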
# MrgX1 antagonist: antagonists of human MrgX1 receptor, primary screen, HEK293 cells, Fluo-4 calcium flux. AID 588676, 2011. Mas-related G-protein coupled receptor member X1 (Homo sapiens), Q96LB2. B-score at 10 µM. 310,000 compounds, 1.3% hits. BAM8-22 antagonism; hits give low values;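 active = calcium-response B-score plate-corrected more than 3 library SD below zero, starting fluorescence within 5 deviations, no agonist response on first addition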;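 also: peak minus trough fluorescence over baseline after final BAM8-22 challenge near maximal dose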
# TRPC6 inh: mouse TRPC6 channel inhibitors, primary screen, cell-based, HEK293, membrane potential dye; B-score at 10 µM; ACh-evoked depolarization; hits give low values; Short transient receptor potential channel 6 (Mus musculus), Q61143; 310,000 compounds, 1.1% hits; AID 2553, 2010;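 active = B-score under library mean minus 3 SD, initial fluorescence not abnormally high, positive integrated signal ratio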;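 also: B-score derived from integrated fluorescence ratio over the kinetic read; more negative B-score means stronger inhibition of depolarization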
# TRPC6 activator: mouse TRPC6 channel activators, primary screen, cell-based, HEK293, membrane potential dye; Short transient receptor potential channel 6 (Mus musculus), Q61143; B-score at 10 µM; HEK293-TRPC6 membrane potential dye fluorescence; hits give high values; 310,000 compounds, 0.13% hits;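 active = B-score of the integrated fluorescence ratio above library mean plus 3 SD, and starting fluorescence ratio within library mean plus 5 SD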;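 also: higher score means more depolarization so channel activation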
# MrgX1 agonist: agonists of human MrgX1 receptor, primary screen, HEK293 cells, Fluo-4 calcium flux; Mas-related G-protein coupled receptor member X1 (Homo sapiens), Q96LB2; Fluo-4 calcium fluorescence, agonist mode; hits give high values; B-score at 10 µM; 310,000 compounds, 0.44% hits;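 active = calcium response B-score plate-corrected fluorescence ratio at least 3 library SD, with starting fluorescence B-score inside 5 SD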
#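 Material: MrgX1-expressing HEK293 cells; input: 15,000 cells per well; doses: test compound given as first of three sequential additions; schedule: overnight plating before 1 h dye loading; technique: Fluo-4 NW calcium-flux fluorescence, kinetic read; evaluation: baseline-normalised fluorescence change ratio, B-scored; control set: plate-wise positive and negative controls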
# Platelet DG rel: inhibitors of platelet dense granule secretion, primary screen, cell-based, MLPCN, human platelets; human platelet-rich plasma, SFLLRN dense granule ATP release, luminescence; inhibition, %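 (compounds screened at 7.5 µM in platelet-rich plasma)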; 300,000 compounds, 0.22% hits; AID 1663, 2009;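 active = mean replicate score, as percent of positive control, at or above 50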
# RGS4 pot: RGS4 potentiators or activators, primary screen, cell-based, HEK293 M3R inducible RGS4, calcium flux; carbachol calcium flux Fluo4; hits give low values; B-score at 10 µM; 310,000 compounds, 0.92% hits;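 active = B-score of the integrated calcium signal more than 4 SD below the library mean, with starting fluorescence not abnormally high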;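 also: negative B-score means reduced calcium response which marks RGS4 activation or potentiation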
#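 System: HEK293 FlpIn-TREx cells, stable M3R, doxycycline-inducible RGS4. Timing: overnight RGS4 induction, 30 min dye load 37 °C, 20 min compound RT. Also added: carbachol, ECmax concentration. Measured by: Fluo4 fluorescence kinetic imaging of calcium. Evaluation: integrated calcium ratio converted to B score.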
# * = called active by the depositor; i = inactive; nt = no result given.
Molecule	RGS4 block	Platelet DG rel	RGS4 pot	TRPC4 inh	MrgX1 allo act	MrgX1 antagonist	HIF activator	SKKanGAS inh	TRPC6 inh	MrgX1 agonist	TRPC6 activator
CCCCC(=O)NC(=S)Nc1cc(C(=O)O)ccc1Cl	i	-6	i	i	i	i	0.0	10	i	i	i
O=C(CSc1nnc(NC(=O)C2CCC2)s1)Nc1ccccc1	i	-3	i	i	i	i	-9.7	-2	i	i	i
Cc1cc(C)c2c(N)c3cccc(C)c3nc2n1	i	-10	i	i	i	i	nt	8	i	i	i
CCc1ccc(N(CC(=O)NC(C)C)C(=O)CCC(=O)Nc2nccs2)cc1	i	-4	i	i	i	i	-17	-4	i	i	i
Cc1ccc(Cc2cnc(N)s2)o1	i	6	i	i	i	-6.8*	0.6	4	i	i	i
COC(=O)C1=C(C(=O)OC)[C@@H]2N(C)c3ccc(OC)cc3[C@@]23C[C@@H](C(=O)OC)N(C(=O)CC(C)C)C3=N1	i	-1	i	i	i	i	0.6	-1	i	i	i
C=CCNC(=O)c1cc(Cl)ccc1Cl	i	-1	i	i	i	i	-43	20	i	i	i
O=C(Cn1c(=O)[nH]c2ccccc2c1=O)Nc1ccc2c(c1)OCO2	i	14	i	i	i	i	1.7	9	i	i	i
CCOc1cc(N2CCOCC2)c(OCC)cc1NC(=O)CSc1ncccn1	i	2	i	i	i	i	-0.9	-9	i	i	i
O=C(NC1CCCCC1)c1ccc([N+](=O)[O-])o1	i	-3	i	i	i	i	-7.0	24	i	i	i
CC1(C)NC(=O)N(CC(O)CN(Cc2ccccc2)Cc2ccccc2)C1=O (centres undefined)	i	-9	i	i	i	i	0.8	0	i	i	i
CCc1ccc(-n2c(=O)c3ccccc3n(CC(=O)NCc3ccco3)c2=O)cc1	i	9	i	i	i	i	-0.9	-2	i	i	i
CN1C(=O)[C@H]2[C@@H](C3CC3)N3C(=O)CN(Cc4ccc(-c5ccccc5)cc4)C(=O)[C@@]3(C)[C@H]2C1=O	i	-2	i	i	i	i	-0.6	-2	i	i	i
Cc1cccc(N2C(=O)CC(Sc3nnc(C)s3)C2=O)c1 (centres undefined)	i	21	i	nt	i	i	-0.5	-3	i	i	i
COc1ccc2c(c1)c(C(=O)CN1CCc3ccccc3C1)c(C)n2C	i	-11	i	i	i	i	44*	-19	-6.5*	i	i
C1=CCN(Cc2ccccc2)C1	i	1	i	i	i	i	-0.3	-1	i	i	i
O=C(Nc1cccc2nsnc12)c1ccc2c(c1)OCO2	i	-4	i	i	i	i	1.5	-2	i	i	i
CC(C)c1nc(SCC(=O)c2c[nH]c3ccccc23)n[nH]1	i	-2	i	i	i	i	-0.2	-1	i	i	i
COc1cccc(-c2nc(CS(=O)(=O)CC(=O)NCCN3CCOCC3)c(C)o2)c1	i	-3	i	i	i	i	-0.5	-5	i	i	i
C/C(=N\Nc1cc(N2CCOCC2)ncn1)c1cccc([N+](=O)[O-])c1	i	-5	i	i	i	i	0.7	-3	i	i	i
COc1cccc(-c2noc(-c3ccoc3C)n2)c1	i	9	i	i	i	i	4.8	4	i	i	i
O=C(c1cccc(S(=O)(=O)N2CCCC2)c1)c1nnc(-c2ccncc2)o1	i	10	i	i	i	i	0.1	-1	i	i	i
CC(=O)c1c(C)[nH]c(C(=O)COc2ccc(C#N)cc2)c1C	i	0	i	i	i	i	0.0	1	i	i	i
Cc1cccc(NC(=S)N2CCCC2)c1	i	-8	i	i	i	i	1.1	-5	i	i	i
CC(C)(C)N1NC2(CCCCC2)NC1=S	i	1	i	i	i	i	-0.5	1	i	i	i
CS(=O)(=O)N1N=C(c2cccs2)CC1c1ccccc1F (centres undefined)	i	2	i	i	i	i	0.4	1	i	i	i
COc1ccc(S(=O)(=O)N(C(C)=O)c2ccc(OC(C)=O)c3ccccc23)cc1[N+](=O)[O-]	i	0	i	i	i	i	-0.3	10	i	i	i
Cc1ccccc1NC(=O)CCCSc1nc2ccccc2s1	i	4	i	i	i	i	0.3	2	i	i	i
C/C(=N\NC(=O)c1ccoc1C)c1ccc(Cl)s1	i	1	i	i	i	i	1.9	-2	i	i	i
CN1CCC(NC(=O)c2cc(-c3cccc(Br)c3)nc3ccccc23)CC1	i	-15	i	i	i	i	0.2	-12	i	i	i
CCc1nc(SCC(=O)Nc2ccccc2OC)n[nH]1	i	-3	i	i	i	i	-0.1	2	i	i	i
O=C(NNC(=O)c1cnccn1)c1cccc([N+](=O)[O-])c1	i	-6	i	i	i	i	-0.5	1	i	i	i
CCC(=O)N(NC1=NS(=O)(=O)c2ccccc21)S(=O)(=O)c1ccc(C)cc1	i	4	i	i	i	i	-0.6	-13	i	i	i
OCC[C@@H]1C[C@@H](O)[C@H](O)[C@@]2(CCc3ccccc3O2)O1	i	3	i	i	i	i	-1.9	3	i	i	i
Cc1ccc(OCc2nnc(SCCN3CCOCC3)n2C)cc1	i	10	i	i	i	i	-0.5	6	i	i	i
O=C(CSc1nnc(-c2c[nH]c3ccccc23)o1)N1CCCCC1	i	3	i	i	i	i	0.7	6	i	i	i
FC(F)(F)c1ccc(NCCc2ccccc2)nc1	i	-17	i	i	i	i	-1.0	3	i	i	i
COc1ccc(/C=N/Nc2nnc(-c3ccccc3)c(=O)[nH]2)cc1	i	-11	i	i	i	i	-0.6	-6	i	i	i
CCOC(=O)c1c(C)n2c3c(cc(C)cc13)CCC2	i	5	i	i	i	i	0.0	-17	i	i	i
Cn1c(Nc2ccc(Cl)cc2)cc(=O)n(C)c1=O	i	9	i	i	i	i	0.2	-1	i	i	i
Cc1ccccc1CSc1nnc2ccc(-c3ccncc3)nn12	i	9	i	i	i	i	-0.4	-16	i	i	i
CCN(CC(=O)NCc1ccc(Cl)cc1)C(=O)c1ccc(C#N)cc1	i	9	i	i	i	i	1.8	nt	i	i	i
N#Cc1c(-c2ccccc2)[nH]c(=O)[nH]c1=O	i	5	i	i	i	i	-0.1	5	i	i	i
O=C1CCC(=O)N1OCCCOc1ccccc1	i	-2	i	i	i	i	-0.5	-2	i	i	i
COc1ccc2nc(SCC(=O)NCc3ccc(S(N)(=O)=O)cc3)[nH]c2c1	i	1	i	i	i	i	0.0	-8	i	i	i
Cc1ccc(-c2csc3ncnc(NCCC(=O)O)c23)cc1C	i	-1	i	i	6.7*	i	1.8	2	i	i	i
CCn1cc(Br)c(C(=O)Nc2ccc(OC)cc2)n1	i	-1	i	i	i	i	1.9	4	i	i	i
CCOC(=O)C1CCN(C(=O)c2ccc3snnc3c2)CC1	i	-3	i	i	i	i	-3.1	-2	i	i	i
COc1ccc(-n2c(=O)c3ccccc3n(Cc3cccc(C)c3)c2=O)cc1OC	i	-6	i	i	i	i	-1.8	-5	i	i	i
COc1cc(C=O)ccc1Oc1cnccn1	i	1	i	i	i	i	0.1	-4	i	i	i
Cc1cccc(C)c1NC(=O)CSc1nnc(-c2ccccc2)n1Cc1ccc2c(c1)OCO2	i	-7	i	i	i	i	-0.3	0	i	i	i
COc1ccc(/C(N)=N/OC(=O)c2ccc(C)c([N+](=O)[O-])c2)cc1	i	-55	i	i	i	i	1.8	1	i	i	i
CC1SC(=NC(=O)c2ccco2)NC1=O (centres undefined)	i	9	i	i	i	i	-0.4	1	i	i	i
Fc1ccc(F)c(CN2CCN(c3ncccn3)CC2)c1	i	-9	i	i	i	i	0.7	5	i	i	i
Cc1occc1C(=O)NCc1ccc(C(=O)O)o1	i	3	i	i	i	i	-0.4	-2	i	i	i
COc1cc(Cl)ccc1NC(=O)COc1ccccc1C(=O)N1CCN(c2ccc(O)cc2)CC1	i	-8	i	i	i	i	-0.5	12	i	i	i
COc1ccc(CCNCc2c(OC)ccc3ccccc23)cc1OC	i	-3	i	i	i	i	0.9	2	i	i	i
O=C(COC(=O)CCC(=O)c1ccc(F)cc1)NCc1ccco1	i	-8	i	i	i	i	-0.2	-14	i	i	i
O=C(CSc1nc2ccc([N+](=O)[O-])cc2s1)NC1CCS(=O)(=O)C1 (centres undefined)	i	-4	i	i	i	i	0.3	8	i	i	i
Fc1cccc(Cl)c1Cn1nnc2c(NCc3ccncc3)ncnc21	i	0	i	i	i	i	-0.2	-1	i	i	i

# Remaining list, next part.
Molecule	RGS4 block	Platelet DG rel	RGS4 pot	TRPC4 inh	MrgX1 allo act	MrgX1 antagonist	HIF activator	SKKanGAS inh	TRPC6 inh	MrgX1 agonist	TRPC6 activator
CCNC(=O)COC(=O)/C=C/c1cccc(F)c1	i	2	i	i	i	i	-1.2	-2	i	i	i
CC(C)c1nc(SCC(=O)Nc2ccc(C(=O)O)cc2)c2c3c(sc2n1)CCCC3	4.7*	1	i	i	i	i	0.1	19	i	i	i
COc1cccc(NC(=O)Nc2ccc3nsnc3c2)c1	i	1	i	i	i	i	3.1	-9	i	i	i
COCCn1c(SCC(=O)NC2CCCC2)nc2cccnc21	i	0	i	i	i	i	-0.3	-1	i	i	i
O=[N+]([O-])c1cc(/C=N\O)ccc1Oc1ccc(F)cc1	i	1	i	i	i	i	0.7	5	i	i	i
CC1Sc2ccc(S(=O)(=O)N3CCN(c4ccccc4)CC3)cc2NC1=O (centres undefined)	i	4	i	i	i	i	-0.5	-6	i	i	i
CCOC(=O)c1sc(=S)n(-c2ccccc2)c1N(C(C)=O)C(C)=O	4.9*	8	i	i	i	i	-0.4	4	i	i	i
COc1ccc2cc(CCNS(=O)(=O)c3c(C)cc(C)cc3C)c(=O)[nH]c2c1	i	6	i	i	i	i	-1.2	-2	i	i	i
O=c1oc2cc(OCc3ccc(C(F)(F)F)cc3)ccc2cc1-c1ccccn1	i	6	i	i	i	i	1.9	0	i	i	i
